Assay outcomes from PubChem BioAssay.
influenza NS1A – H1N1 influenza NS1A inhibitors, functional cell based assay (AID 504329); hit rate 0.3% among 340,000; NS1A functional cell-based assay, percent inhibition; higher % means a stronger effect; inhibition, % at 12.5 µM, or IC50 in µM where a hit was titrated; in the data active = a potency from the dose series; inconclusive = inhibition above about 27% without an active follow-up result; also: strong numbers were not always called active
M. tuberculosis – growth inhibition of non-replicating M. tuberculosis (AID 488890). Mycobacterium tuberculosis non-replicating, growth inhibition; higher % means a stronger effect. inhibition, % at 25 µM; hits with a dose series show IC50 in µM. hit rate 0.39% among 320,000; in the data active = a potency from the dose series; inconclusive = inhibition mostly from about 82% at the one dose, without a potency; inactive = the rest, 99 in 100 with inhibition below about 76%;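 also: plate controls were DMSO cells for no effect and high antibiotic wells for full effect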
inhibitors of VEEV – inhibitors of VEEV TC-83 cytopathic effect, confirmation, Vero cells (AID 588727); Vero cells, VEEV TC-83 cytopathic effect inhibition; higher % means a stronger effect; inhibition, % at 20 µM, or IC50 in µM where a hit was titrated; hit rate 0.13% among 350,000; in the data active = a potency from the dose series; inconclusive = inhibition mostly from about 14% at the one dose, without a potency; inactive = the rest, 99 in 100 with inhibition below about 12%; also: strong numbers were not always called active
M. tuberculosis HTS – M. tuberculosis growth inhibition, HTS (AID 449762); hit rate 0.59% among 330,000; M. tuberculosis H37Rv growth inhibition, 7H9 media; higher % means a stronger effect; inhibition, % at 25 µM, or IC50 in µM where a hit was titrated; in the data active = a potency from the dose series; inconclusive = inhibition above about 70% without an active follow-up result;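 also: bacterial growth assessed after seven days of incubation; strong numbers were not always called active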
PhoP GFP inhibition – PhoP regulon inhibitors, Salmonella typhi PhoP promoter GFP reporter, confirmatory (AID 1850). Salmonella Typhi PhoP-promoter GFP reporter, fluorescence, 4 h; higher % means a stronger effect. inhibition, % at 50 µM; hits with a dose series show IC50 in µM. hit rate 0.33% among 310,000; in the data active = a potency from the dose series; inconclusive = inhibition mostly from about 25% at the one dose, without a potency; inactive = the rest, 99 in 100 with inhibition below about 19%;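 also: 0% = induced wells with vehicle and 100% = uninduced wells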
inhibitors of VEEV 10K pilot screen – further read-out of inhibitors of VEEV, marked with its call; inhibition, %; measured here: 10K pilot screen inhibition
* = called active by the depositor; i = inactive; ? = inconclusive; . = no result given.

SMILES	influenza NS1A	M. tuberculosis	inhibitors of VEEV	M. tuberculosis HTS	PhoP GFP inhibition	others
Cc1ccc(CN(C)C(=O)c2cccc(S(=O)(=O)N3CCc4ccccc4C3)c2)o1	0%	-3%	1.6%	1%	.
Cc1cc(C(=O)COC(=O)/C=C/c2ccc(F)cc2)c(C)n1C	0%	17%	0.8%	-5%	.
CCN1C(=O)/C(=C/C=C2\N(CC)c3cc(S(=O)(=O)N(C)C)ccc3N2c2ccccc2)SC1=S	55µM*	32%	0.1%	36%	-8%
O=C(CCC(=O)c1cccs1)c1cccs1	8%	69%	2.5%	-11%	13%
Cc1ccc(C(c2sc3nc(C)nn3c2O)N2CCN(CCO)CC2)cc1 (centres undefined)	9%	-4%	i	-19%	-1%
CC(C)c1nc(SCC(=O)N2CCCCCC2)c2c(=O)n(C)c(=O)n(C)c2n1	-2%	14%	6.5%	0%	-9%
CCOc1ccc(OCC)c(NC(=O)CN2CCN(C(=O)c3ccco3)CC2)c1	1%	4%	2.5%	-2%	-6%
Cc1cc(-c2nc3ncccc3o2)ccc1NC(=S)NC(=O)c1ccco1	3%	-12%	1.2%	0%	-2%
CC1(c2nnc(-c3ccc(F)cc3)o2)CC(c2cccc(Cl)c2)=NO1 (centres undefined)	7%	2.9µM*	5.6%	9%	-1%
CCOC(=O)c1cc(-c2ccc(N3CCOCC3)cc2)nn1-c1ccccc1C(=O)O	-7%	0%	0.8%	-3%	11%
Cc1ccc(/C=N/N2CCN(Cc3ccc(C)cc3)CC2)cc1	7%	-2%	1.2%	-3%	6%
O=C(c1ccccc1)c1ccc(OCC(O)CN2CCCC2)cc1 (centres undefined)	13%	6%	0.3%	1%	4%
CCOC(=O)c1c(C)c(C(=O)Nc2cc(F)ccc2F)c(C)n1C	-12%	9%	i	-3%	-4%
Cc1ccc(S(=O)(=O)N/N=C/c2ccc(OCC(=O)N3CCOCC3)cc2)cc1	-1%	-7%	1.6%	-4%	6%
O=C(c1cccc(S(=O)(=O)NCc2ccccc2)c1)N1CCCC(C(F)(F)F)C1 (centres undefined)	-3%	-15%	3.4%	-1%	11%
COc1ccc(S(=O)(=O)NCC(=O)NCc2cc(=O)n(C)c(=O)n2C)cc1	3%	-19%	0.5%	-2%	-5%
O=CN1c2ccccc2CSc2ccccc21	.	3%	i	9%	-2%
COc1ccccc1N1CCN(C(=O)c2ccc(CN3CCOCC3)cc2)CC1	-1%	-3%	1.9%	4%	4%
Cc1c(NC(=O)c2ncn[nH]2)cccc1-c1nc2ccccc2s1	-5%	-13%	i	-3%	14%
CNc1cc(N2CCCCCC2)ccc1[N+](=O)[O-]	8%	15%	0.6%	0%	-1%

Three compounds drawn at random from those above, as already listed:
SMILES	influenza NS1A	M. tuberculosis	inhibitors of VEEV	M. tuberculosis HTS	PhoP GFP inhibition	others
CCOc1ccc(OCC)c(NC(=O)CN2CCN(C(=O)c3ccco3)CC2)c1	1%	4%	2.5%	-2%	-6%
O=C(CCC(=O)c1cccs1)c1cccs1	8%	69%	2.5%	-11%	13%
O=C(c1ccccc1)c1ccc(OCC(O)CN2CCCC2)cc1 (centres undefined)	13%	6%	0.3%	1%	4%

Going on with the list:
SMILES	influenza NS1A	M. tuberculosis	inhibitors of VEEV	M. tuberculosis HTS	PhoP GFP inhibition	others
COc1cccc(C(=O)NNC(=O)C(=O)Nc2cccc3ccccc23)c1	-7%	?	1.4%	?	21%
CCCC1(C)C(C#N)C(=O)NC(=O)C1C#N (centres undefined)	-4%	.	i	.	.
COc1ccccc1N1CCN(c2cc(N3CCCC3)nc(C)n2)CC1	10%	32%	2.9%	1%	-12%
CC(C)OC(=O)c1c(N)sc2c1CCCC2	3%	0%	0.2%	-8%	-8%
CC(C)c1nnc(NC(=O)CCN2C(=O)c3ccccc3C2=O)s1	-8%	3%	0.4%	3%	-3%
Cc1ccc2occ(CN3CCN(c4ccccc4)CC3)c(=O)c2c1	10%	-3%	2.2%	-3%	8%	inhibitors of VEEV 10K pilot screen=1.4
CC1CCC/C(=C\Nc2ccc(C(=O)O)cc2)C1=O (centres undefined)	4%	.	2.1%	-4%	3%
CCOc1ccc(CN(Cc2ccco2)C(c2cccs2)c2nnnn2C(C)(C)C)cc1 (centres undefined)	-13%	9%	1.3%	0%	2%
Oc1ccc(-n2nnnc2SCc2c(F)cccc2Cl)cc1	-6%	8%	0.8%	2%	6%
CC(C)N(C(=O)Cn1cc(S(=O)(=O)CC(=O)NC2CCCCC2)c2ccccc21)C(C)C	-4%	27%	1.1%	-2%	-4%
Cc1ccc2nc(N(CCCN(C)C)C(=O)CS(=O)(=O)c3ccccc3)sc2c1	-1%	-6%	i	8%	5%
C=CCn1c(=O)/c(=C2/SC(C)=C(C)N2CC)s/c1=C1/C(=O)N(CC)C(=S)N1c1ccccc1	-5%	17%	i	-4%	0%
CN(C)CCNc1cc(-c2ccncc2)nc2ccccc12	-7%	2%	1.7%	-8%	14%
CCSC1=C(C#N)C(c2cccc(Br)c2)CC(=O)N1 (centres undefined)	-3%	-6%	i	6%	-1%
CSCCC(NC(=O)c1ccco1)C(=O)NCCc1ccc(F)cc1 (centres undefined)	-4%	-4%	1.2%	-13%	.
COc1ccc(OC)c(C2CC(=O)NC(SC)=C2C#N)c1 (centres undefined)	-1%	5%	3.6%	2%	.
CSc1sc(C(=O)NNC(C)=O)c2c1C1(CCC2)SCCS1	-9%	8%	0.5%	-6%	-2%
COc1cccc(C2c3[nH]c4ccccc4c3C[C@H]3C(=O)N(c4ccccc4C(=O)NCCCN4CCOCC4)C(=O)N23)c1 (some centres undefined)	-1%	-7%	5.9%	-5%	-4%
O=C(Nc1ccc2c(c1)OCO2)C1CCN(C(=O)c2ccc(Br)cc2)CC1	0%	3%	0.4%	-2%	-7%
CCC1(c2ccc(F)cc2)NC(=O)N(CC(=O)N(CCC#N)c2ccccc2)C1=O (centres undefined)	4%	-5%	2.8%	1%	1%
COc1ccc(C(=O)COC(=O)c2ccn(C)n2)cc1	0%	-17%	2.3%	-7%	7%
CC(OC(=O)c1ccc2c(=O)n3c(nc2c1)CCC3)C(=O)Nc1ccc(C(N)=O)cc1 (centres undefined)	-9%	-9%	1.7%	6%	.
CCCC(=O)N1CCCC(C(=O)c2ccc(OC)c(OC)c2)C1 (centres undefined)	-3%	-6%	0.0%	2%	-1%
Cc1c(Br)c([N+](=O)[O-])nn1C(C)C(=O)Nc1ccc2c(c1)OCO2 (centres undefined)	0%	29%	0.8%	-5%	-7%
Cc1cc(C)c(S(=O)(=O)N2CCCCC2)c(C)c1N(C)S(=O)(=O)c1ccc(Cl)cc1	-5%	25%	i	1%	-4%
CN(C)c1cccc(C(=O)N2CCC(n3nccc3NC(=O)C3CCOC3)CC2)c1 (centres undefined)	-1%	-1%	2.0%	7%	1%
Oc1ccccc1N1CCN(Cc2ncc(-c3ccccc3)o2)CC1	5%	?	0.1%	11%	-3%
CCCN(CC1CC1)C(=O)CCc1nnc(CCc2c[nH]c3ccccc23)o1	1%	4%	0.8%	-6%	2%
CCOC(=O)N1C2=NC(C(=O)OC)=C(C(=O)OC)[C@@H]3Nc4ccccc4[C@]23C[C@H]1C(=O)OC	-7%	-1%	0.9%	1%	1%
CCC(=O)Nc1ccc(S(=O)(=O)N2CCN(c3ccc(F)cc3)CC2)cc1	-6%	-9%	i	7%	-2%
N#CC1=CN(Cc2ccccc2)C=C(/C=N/Nc2ccccc2)C1	0%	28%	3.5%	?	-2%
COc1ccccc1NC(=O)Nc1ccc(-n2ccc(C(F)(F)F)n2)cc1	-1%	1%	2.9%	4%	-8%
Cc1cccc(C)c1OCc1nnc(SCC(=O)Nc2ccc(N3CCOCC3)cc2)o1	6%	49%	0.9%	4%	-11%
COC(=O)NNC1=CC(=O)CC(C)(C)C1	-2%	12%	0.4%	6%	4%
COc1cc(/C=N/NC(=S)NC2CC3CC2C2C=CCC32)ccc1O (centres undefined)	5%	-10%	8.6%	?	-45%
CC(C)N(C(=O)Cn1cnc2c(cnn2-c2ccccc2Cl)c1=O)C(C)C	10%	13%	1.3%	-2%	-7%
C=CCn1c(CCC(O)CCCCC)n[nH]c1=S (centres undefined)	4%	22%	0.1%	7%	-5%
O=C(Nc1ccccc1C(=O)O)C1=NN=CC1	-8%	-12%	1.4%	-12%	-11%
O=C1OC(c2ccccc2)Cc2cc(C(=O)N3CCN(c4ccc(F)cc4)CC3)ccc21 (centres undefined)	-7%	.	4.7%	.	.
CNC(=S)NNC(=O)c1c(C)nc2cc(C)ccn12	-18%	-8%	1.9%	-7%	6%
O=C(CCC(=O)N1CCc2ccccc2C1)N1CCN(S(=O)(=O)c2ccccc2)CC1	0%	16%	3.6%	-5%	-5%
CN1CCc2nc3sc(C#N)c(N)c3c(-c3cccs3)c2C1	5%	.	i	.	0%
CCCC1CC(C)(/C(C)=N\NC(N)=S)OC1=O (centres undefined)	-6%	-5%	1.3%	1%	1%
COc1ccc(-n2cnnc2SCC(=O)NC2CCS(=O)(=O)C2)cc1 (centres undefined)	9%	-13%	0.9%	-4%	7%
CCN(Cc1ccncc1)C(=O)c1cc(COc2ccc(F)cc2F)on1	8%	-2%	1.1%	1%	-3%
CC(C)C(NC(=O)c1ccc(C(C)(C)C)cc1)C(=O)N1CCCC1 (centres undefined)	4%	3%	1.1%	3%	-5%
COc1ccc(C2CC(=O)C3=C(C2)Nc2ccccc2N(C(=O)CCC(=O)O)C3c2ccc(F)cc2)cc1 (centres undefined)	-9%	-2%	0.7%	-4%	-3%
COC(=O)C(C)(C)ONC(=O)Nc1ccccc1[N+](=O)[O-]	-15%	-11%	7.5%	-2%	-7%
CC1CCCCC1NC(=O)/C(C#N)=C/c1ccccc1F (centres undefined)	2%	?	10%	65%	-7%
Cc1ccc(C(=O)OCn2ncc(Cl)c(Cl)c2=O)cc1	1%	?	i	?	5%
CCOC(=O)c1c(NC(=O)Cn2nc(C(=O)O)c3ccccc3c2=O)sc(C)c1C	4%	-3%	1.1%	5%	2%
Cc1ccccc1NC(=S)Nc1ccc2cn[nH]c2c1	-1%	71%	2.6%	3%	1%
COC(=O)c1[nH]c(C)c(/C(O)=C2\C(=O)C(=O)N(CCN(C)C)C2c2ccco2)c1C (centres undefined)	3%	1%	i	-6%	-8%
CN(CC(=O)Nc1ccccc1Cl)C(=O)COC(=O)C1CCN(c2ccc(C(F)(F)F)cn2)CC1	-6%	-2%	3.6%	-7%	2%
Cn1nc(C(=O)N2CCCCC2)c2c1-c1ccccc1S(=O)(=O)C2	4%	1%	1.0%	2%	2%
CCN1C(=O)N[C@@H](CCc2ccccc2)[C@H](C(C)=O)[C@H]1C	-2%	-10%	i	-2%	-10%
COc1ccc(C2C(C#N)=C(N)OC3=C2C(=O)CC(C)(C)C3)cc1 (centres undefined)	-8%	16%	i	3%	4%
Cc1nn(Cc2ccc(Cl)cc2)c(C)c1NC(=O)c1ccc([N+](=O)[O-])cc1	-8%	-7%	7.8%	-6%	-5%
CCOC(=O)C1(CCCc2ccccc2)CCN(C(=O)COC)CC1	-2%	-5%	i	-14%	1%
Cc1nc2ccccc2c(=O)n1/N=C/c1ccco1	-5%	-6%	0.2%	2%	9%
Further structures:
SMILES	influenza NS1A	M. tuberculosis	inhibitors of VEEV	M. tuberculosis HTS	PhoP GFP inhibition	others
CN1C(C(=O)Nc2ccccn2)=C(O)c2sc(Cl)cc2S1(=O)=O	0%	7%	0.2%	4%	-6%
CC(C)c1ccc(CNn2cnnc2)cc1	-3%	14%	0.4%	1%	5%
COc1cccc(NS(=O)(=O)c2ccc(-c3coc(C)n3)cc2)c1	2%	-18%	i	8%	-1%
Cc1cc(C)c(NC(=O)c2ccc3nccnc3c2)c(C)c1	-7%	.	7.8%	.	.
CCN(C(=O)c1cccc(S(=O)(=O)N2CCCCC2)c1)C1CCS(=O)(=O)C1 (centres undefined)	-12%	.	1.4%	.	.

In the list so far, these have an aryl thioether with sulfur outside any ring:
SMILES	influenza NS1A	M. tuberculosis	inhibitors of VEEV	M. tuberculosis HTS	PhoP GFP inhibition	others
CC(C)c1nc(SCC(=O)N2CCCCCC2)c2c(=O)n(C)c(=O)n(C)c2n1	-2%	14%	6.5%	0%	-9%
Oc1ccc(-n2nnnc2SCc2c(F)cccc2Cl)cc1	-6%	8%	0.8%	2%	6%
CSc1sc(C(=O)NNC(C)=O)c2c1C1(CCC2)SCCS1	-9%	8%	0.5%	-6%	-2%
Cc1cccc(C)c1OCc1nnc(SCC(=O)Nc2ccc(N3CCOCC3)cc2)o1	6%	49%	0.9%	4%	-11%
COc1ccc(-n2cnnc2SCC(=O)NC2CCS(=O)(=O)C2)cc1 (centres undefined)	9%	-13%	0.9%	-4%	7%
